Screening data deposited in PubChem BioAssay by National Center for Advancing Translational Sciences (NCATS).
BRCA1 expr act: activators of BRCA1 expression | MCF7-BRCA1-FFLuc reporter, luminescence, 48 h; response scale: scaled: vehicle 0%, 10 µM genistein 100% | Potency, µM (titrated, usually from 46.1 µM), without a hit: top-dose activation, hits mostly activators | 380,000 compounds, 1.1% hits; note: potency is the fitted concentration of half-maximal effect; nearly all actives have a fitted effect of over 80% in size; some results filed as inactive show a strong effect at the top dose
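MCF7-BRCA1-FFLuc, 2000 cells/well; 2 h attach, 37 °C/5% CO2; compound 48 h; luciferase substrate 15 min; luminescence end-point. Norm. to genistein 10 microM max activation and DMSO; concentration-response curves fitted.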
S-ASM inh: blocks human secretory acid sphingomyelinase; 340,000 compounds, 0.006% hits; placental ASM, HMU-PC fluorogenic substrate, 60 min; Potency, µM (doses to about 57.5 µM), for inactives: at the top dose activity change, negative = inhibition, actives largely listed as inhibitors; note: potency is the fitted concentration of half-maximal effect
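Human placenta-derived ASM enzyme was preincubated with compound for 10 minutes at room temperature, then given fluorogenic substrate HMU-PC0 (9 uM final) for 60 minutes at 37 °C; a pH 10 stop preceded fluorescence reading at Ex 386/Em 447 nm.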
uPA generation: blocks generation of uPA at the cell surface; Potency, µM (top dose mostly 38.3 µM), for inactives: at the top dose activity change, negative = inhibition, usual class: inhibitors; cell surface uPA generation assay, qHTS; AID 540303; 330,000 compounds, 0.31% hits; active = well fitted inhibition curve with a large enough effect; inconclusive = small, poorly fitted or top-dose-only effect; inactive = no such curve, though single readings can be large or run the other way; tested in mouse RAW 264.7 cells; note: potency is the fitted concentration of half-maximal effect; % is set by controls: 0 for no effect and ±100 for the full control effect; nearly all actives have a fitted effect of over 55% in size
a7 integrin act: integrin-mediated muscular dystrophy alleviation activation. alpha7betagal myoblasts, beta-gal FDG fluorescence, 48 h. Potency, µM (highest dose often 38.3 µM), for inactives: top-dose activation, usual class: activators. 350,000 compounds, 0.064% hits;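 note: potency is the fitted concentration of half-maximal effect; 100% = response of the positive control SU9516; nearly all actives have a fitted effect of over 60% in size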
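alpha7betagal+/- myoblasts (passage 13, 250/well) treated 48 h at 37C with compounds at 1:260 dilution of DMSO stock. Lysed, then beta-galactosidase activity read as FDG fluorescence (ex 480/em 540) after 30 min, with pre-read for autofluorescence.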
Eya2 inh: inhibitors of human Eya2 phosphatase activity; O00167; recombinant Eya2, OMFP fluorescence dephosphorylation (OMFP is methylfluorescein phosphate); Potency, µM (doses to about 76.9 µM), without a hit: at the top dose activity, negative = inhibition, actives largely listed as inhibitors; 330,000 compounds, 0.006% hits; AID 488837; note: potency is the fitted concentration of half-maximal effect; % is set by controls: 0 for no effect and ±100 for the full control effect
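Eya2 protein (added as 0.2 uM solution) was preincubated with compound for 10 min at ambient temperature in 50 mM HEPES pH 7.5, 50 mM NaCl, 5 uM MgCl2, 0.05% BSA, 1 mM DTT. OMFP (added at 50 uM) then reacted 10 min; fluorescence read at 485/525 nm.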
B2AR arrestin: recruits beta-arrestin to the human beta2-adrenergic receptor; P07550; beta-arrestin recruitment to beta2AR, cell-based reporter; Potency, µM (highest dose often 46.1 µM), for inactives: at the highest dose activation, most hits filed as activators; 330,000 compounds, 0.02% hits; AID 492947;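 note: potency is the fitted concentration of half-maximal effect; 0% = DMSO controls and full agonism = EC100 isoproterenol or metaproterenol; nearly all actives have a fitted effect of over 65% in size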
ELG1 genotox: genotoxicity induction in ELG1-luciferase HEK293T cells | 330,000 compounds, 1.3% hits | Potency, µM (top dose mostly 46 µM), without a hit: at the top dose activity change, positive = activation, actives largely listed as activators | HEK293T ELG1-luciferase reporter, luminescence, 16 h; note: potency is the fitted concentration of half-maximal effect; % of control where 0% means no effect; nearly all actives have a fitted effect of over 60% in size
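HEK293T cells expressing luciferase-tagged ELG1 were exposed to compound or DMSO vehicle for 16 hr at 37 °C and 5% CO2. Luciferase activity was then measured with ONE-Glo after 30 min at room temperature.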
TRPV1 agonist: human TRPV1 agonism; Q8NER1; TRPV1-expressing cells, Fluo-8 calcium influx, agonist mode; activation, % at 8.33 µM; 320,000 compounds, 0.19% hits; AID 540275; in the data active = activation above about 80%; inconclusive = between about 30% and that limit; note: 0% is about no effect
Target sequence (Q8NER1 whole entry, looked up): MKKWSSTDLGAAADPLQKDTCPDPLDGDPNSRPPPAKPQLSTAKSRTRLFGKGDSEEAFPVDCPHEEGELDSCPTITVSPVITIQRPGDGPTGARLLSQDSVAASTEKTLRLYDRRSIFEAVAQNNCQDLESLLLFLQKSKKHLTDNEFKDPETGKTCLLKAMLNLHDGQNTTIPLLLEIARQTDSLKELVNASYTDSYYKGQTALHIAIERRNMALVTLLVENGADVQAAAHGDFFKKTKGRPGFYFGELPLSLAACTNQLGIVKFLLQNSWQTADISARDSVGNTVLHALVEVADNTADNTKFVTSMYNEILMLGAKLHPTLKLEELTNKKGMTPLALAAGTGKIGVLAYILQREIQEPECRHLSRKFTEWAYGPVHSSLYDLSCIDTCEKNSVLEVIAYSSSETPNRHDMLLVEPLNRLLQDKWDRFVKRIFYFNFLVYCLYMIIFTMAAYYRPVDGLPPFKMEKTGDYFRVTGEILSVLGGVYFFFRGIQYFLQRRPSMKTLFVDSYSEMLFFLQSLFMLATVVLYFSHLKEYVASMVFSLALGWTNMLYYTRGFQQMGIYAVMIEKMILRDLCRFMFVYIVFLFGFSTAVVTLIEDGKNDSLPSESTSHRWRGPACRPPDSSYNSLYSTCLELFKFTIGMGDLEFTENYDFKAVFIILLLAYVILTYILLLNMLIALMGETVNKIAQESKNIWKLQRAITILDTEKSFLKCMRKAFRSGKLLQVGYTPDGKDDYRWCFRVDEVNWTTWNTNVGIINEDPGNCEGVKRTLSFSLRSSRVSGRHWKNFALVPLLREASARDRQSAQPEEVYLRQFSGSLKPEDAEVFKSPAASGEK
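TRPV1-expressing cells were cultured overnight at 35.5C and loaded with Fluo-8 calcium dye for 40 to 90 min at room temperature. After a 10 s baseline, compound was added and calcium influx was read kinetically for 3 min (ex 480/em 520 nm).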
p53 reactivator: re-activators of mutant p53; 320,000 compounds, 0.063% hits; AID 504706; H1299 p53-A138V BP100-luciferase reporter, luminescence, 24 h; Potency, µM (series often up to 92.2 µM), for inactives: at the highest dose activity change, positive = activation, hits mostly activators; note: potency is the fitted concentration of half-maximal effect; % of control where 0% means no effect; nearly all actives have a fitted effect of over 45% in size
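p53-null H1299 cells stably carrying temperature-sensitive p53-A138V and a BP100-luciferase reporter were pinned with compounds (4-point, 1:5 series) and held 24 hrs at 37 deg C. Luminescence was read 10 min after detection reagent.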
USP2a inh: blocks human ubiquitin-specific protease USP2a | O75604 | USP2 core, Ub-CHOP2 coupled fluorogenic reporter, 485/531 | Potency, µM (series often up to 38.3 µM), without a hit: top-dose activity change, negative = inhibition, actives largely listed as inhibitors | 330,000 compounds, 0.01% hits;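 note: potency is the fitted concentration of half-maximal effect; plate controls were DMSO wells for no effect and full inhibition by NEM control for full effect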
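Deubiquitinase activity read as fluorescence (485/531 nm) after Ub-CHOP2 cleavage activates the enterokinase reporter on its substrate; USP2 core 10nM, Ub-CHOP2 and substrate 25nM each, 30min compound preincubation then 60min RT; data normalized to NEM, curves fitted.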
PTAP TSG101 blk: blocks PTAP/TSG101 interaction to inhibit HIV-1 budding; Q99816; Fluorescence polarization, FITC-PTAP peptide / Tsg101 binding; Potency, µM (highest dose often 115 µM), for the others: at the highest dose activity change, negative = inhibition, hits mostly inhibitors; 340,000 tested, under 10 active; active = well fitted inhibition curve with a large enough effect in the main read-out, with a control signal flat, not every such curve was filed as active; inconclusive = small, poorly fitted or top-dose-only effect, or effect the other way, or a change in a side signal; inactive = no such curve, though single readings can be large or run the other way; note: potency is the fitted concentration of half-maximal effect; % of control where 0% means no effect
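Steps: Tsg101 binding domain dispensed (10 uM final), compounds pinned in DMSO, FITC-labeled PTAP-motif peptide added (50 nM final); after 20 min binding at room temperature, polarization measured.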
Active calls of the source: *; ? = inconclusive; nt = not tested or not shown; & = joins results of further samples; [ ] = remark or other dose. Unless noted, calls come from the whole dose curve; as a rule, active = well fitted curve in the direction sought with a large enough effect; inconclusive = small, poorly fitted or top-dose-only effect, or another doubt; inactive = no such curve, though single readings can be large; an effect the other way counts as inactive or inconclusive.

SMILES	BRCA1 expr act	S-ASM inh	uPA generation	a7 integrin act	Eya2 inh	B2AR arrestin	ELG1 genotox	TRPV1 agonist	p53 reactivator	USP2a inh	PTAP TSG101 blk
Cc1cc(N(CN2CCCC2=O)C(=O)c2ccccc2)no1	2.8%[1.84 µM]	-1.4%	1.7%	3.3%	1.9%	-0.2%	1.3%	0.4	-4.1%	-0.5%	0.8%
C=CCN=C(NC#N)SCc1ccccc1Cl	-7.4%	1.7%	-2.4%	-33.2%	2.5%	-0.6%	-0.1%	15.8	6.1%	5.5%	0.4%
CCCc1cc(=O)[nH]c(SCC(=O)N2CCN(S(=O)(=O)c3ccc(C)cc3C)CC2)n1	-14.8%	0.7%	0.3%	8.8%	-5.2%	0.1%	-2.1%	11.9	-11.8%	0.2%	-8.0%
CCOC(=O)Cc1csc(NC(=O)c2c(-c3c(Cl)cccc3Cl)noc2C)n1	-2.4%	-1.7%	7.3%	7.2%	0.9%	0.4%	-1.0%	-2.1	-1.0%	1.3%	-4.1%
NS(=O)(=O)c1cccc(NC(=O)COC(=O)/C=C/c2nc3ccccc3s2)c1	-11.1%	-3.8%	2.0%	-9.5%	-2.2%	-0.3%	0.1%	nt	?	4.2%	-8.3%
O=c1c2ccccc2nc(SCc2nc3ccccc3s2)n1Cc1ccco1	-54.5%	-11.0%	7.0%	-45.8%[inhibitor]	-1.4%	-1.0%	-3.4%	1.4	-1.1%	3.0%	-2.1%
COc1ccc(S(=O)(=O)Nc2ccc3c(c2)CC(=O)N([C@H](C)CO)C[C@H](C)[C@H](CN(C)C(=O)Nc2ccc4c(c2)OCO4)O3)cc1	-2.4%	-8.8%	-11.6%	-3.2%	4.1%	0.2%	2.9%	nt	0.4%	-0.3%	-4.9%
Cc1ccc(F)c(NC(=O)c2c(-c3ccccc3)noc2C)c1	-13.3%	2.3%	-9.8%	-1.8%	-9.5%	-0.2%	0.5%	17.6	0.5%	-1.6%	-3.3%
CC(=O)c1ccccc1NC(=O)COC(=O)c1ccc2c(c1)nc(C)n2-c1ccccc1	nt	nt	nt	nt	4.1%	-0.4%	-3.2%	-0.3	-6.8%	-0.7%	nt
O=C(NCCCCO)C(F)(F)C(F)(F)C(F)(F)C(=O)NCCCCO	-0.3%	-0.9%	7.1%	-41.5%	-6.3%	-0.3%	1.1%	0.4	1.7%	4.6%	-1.6%
COc1cc(C(=O)NC(=S)NCc2ccco2)cc(OC)c1OC	-4.0%	-2.8%	nt	3.0%[7.66 µM]	-5.9%	0.3%	3.6%	-2.4	6.9%	1.5%	2.0%
CCOc1ccccc1C1C2C(=O)N(c3ccccc3)C(=O)C2ON1c1ccccc1 (stereo not drawn)	-0.9%	-3.1%	nt	-5.9%[7.66 µM]	16.3%	0.0%	-7.6%	23.0	-0.9%	-6.1%	-4.6%
C/C(=N\NS(=O)(=O)c1ccc(Cl)cc1)c1ccc(NC(=O)c2ccco2)cc1	63.1%	nt	-0.3%	23.9%	0.0%	-0.4%	25.4%	2.6	?	3.7%	0.3%
C#CCOCCOCCOCCNc1nc(N2CCN(C(=O)CCCCCCCCCCNC(=O)[C@H](CCCCN)n3cc(CCO)nn3)CC2)nc(N2CCN(C(=O)CCCCCCCCCCNC(=O)[C@H](CCCCN)n3cc(C[C@@H](C)CC)nn3)CC2)n1	0.0%	-13.0%	?	-16.8%	-5.3%	-0.1%	2.1%	-1.3	-0.2%	?	-2.6%
C/C(=N/NC(=O)COc1cc(C)ccc1C(C)C)C(=O)O	-21.2%	9.1%	-2.0%	-11.5%	2.6%	0.2%	2.4%	-2.6	10.8%	1.6%	-5.7%
COc1cc(-n2c(=O)c3ccccc3n(Cc3cc(=O)n4ccccc4n3)c2=O)cc(OC)c1OC	-25.8%	4.5%	4.6%	3.3%	5.6%	-0.3%	0.1%	-0.1	-6.1%	5.9%	-3.0%
O=C(CSc1ccc(-c2ccc(F)cc2)nn1)N1CCCc2ccccc21	-7.8%	-3.8%	1.7%	2.6%	-7.9%	-0.7%	-11.7%	24.2	-7.9%	-0.6%	1.2%
Cc1ccc(C(=O)N2CCC(C(=O)NC3CCCCCC3)CC2)cc1	25.6%	2.3%	1.9%	-24.0%	-2.2%	0.5%	9.4%	-1.7	10.0%	-0.6%	2.5%
O=C(NC(c1ccccc1)c1cc(Cl)c2cccnc2c1O)c1cccnc1 (stereo not drawn)	nt	nt	nt	nt	4.6%	-0.2%	?	-0.3	-1.4%	1.4%	nt
Cc1c(C(=O)NC(=S)NCc2cccnc2)oc2ccccc12	-5.7%	1.1%	0.1%	9.6%	5.6%	-1.1%	5.9%	0.8	0.2%	0.5%	1.5%
COC(=O)c1cccnc1-n1c(=O)c2cccnc2n(CC(=O)Nc2ccc(Br)cc2)c1=O	-1.3%	-3.3%	-17.1%	-18.0%	-12.3%	0.4%	2.2%	-0.2	-4.1%	5.4%	-3.9%
COC(=O)[C@@H](Cc1ccccc1)NC(=O)[C@H]1CCC(=O)N1C(=O)OCc1ccccc1	5.7%	-4.6%	-13.0%	9.4%	-2.3%	-0.5%	0.2%	1.6	nt	-1.5%	-3.0%
Cc1ccccc1NC(=O)NCC1CCCO1 (stereo not drawn)	1.9%	-0.6%	3.6%	1.9%	nt	nt	nt	-2.4	nt	nt	-4.0%
O=C(CN1CCCCC1)Nc1ccccc1C(=O)NC1CC1	0.2%	nt	9.4%	21.3%	?	-1.0%	0.3%	12.6	-3.8%	-0.3%	-0.8%
CC(Oc1ccccc1[N+](=O)[O-])C(=O)N/N=C/c1ccoc1 (stereo not drawn)	13.3%	-0.2%	3.0%	-7.4%	1.2%	0.3%	-0.2%	3.7	17.4%	0.0%	-8.6%
COCCn1c(-c2ccc(C)cc2)nc2oc3cc(OC)ccc3c(=O)c2c1=O	-19.2%	-2.8%	-6.2%	29.6%	-19.8%	-0.1%	-1.3%	1.2	-2.4%	-3.2%	3.8%
COc1ccc(NC(C)=O)cc1NS(=O)(=O)c1ccc2c(c1)OCCO2	10.0%	-1.3%	-9.4%	?	5.7%	0.1%	6.9%	1.3	-3.8%	-1.0%	-4.2%
OC(CNCC1CCCO1)Cn1c2ccccc2c2ccccc21 (stereo not drawn)	-19.2%	2.0%	-1.2%	-23.4%	-3.5%	-0.8%	-3.6%	2.5	-0.5%	-0.6%	-4.0%
O=C(NCCCN1CCCC1=O)c1cccc(Oc2ccccc2)c1	-3.4%	0.5%	-3.3%	?	2.2%	0.0%	0.2%	1.2	0.0%	0.4%	-0.6%
Cc1cc(C2C(C#N)=C(N)SC(N)=C2C#N)c(C)s1	-19.8%	10.0%	-3.2%	-23.8%	17.6%	-0.3%	-16.7%	nt	-9.3%	6.5%	?
COc1nc(Nc2ccccc2F)nc(OC)n1	34.8%	0.8%	-6.7%	?	?	-0.3%	11.9%	1.7	nt	4.2%	-3.8%
Clc1ccc(-c2csc(N/N=C\c3cccnc3)n2)cc1	35.0%	-1.8%	0.7%	2.1%	-4.6%	-0.3%	0.2%	6.2	3.4%	-0.2%	-6.6%
O=[N+]([O-])c1cccc(N(CC(O)CN2CCCCC2)S(=O)(=O)c2ccccc2)c1 (stereo not drawn)	-24.9%	-1.4%	-1.1%	10.7%	-3.0%	-1.6%	0.1%	3.3	5.5%	0.0%	0.0%
CCOC(=O)c1ccc(N=c2sc(C(=O)OC)cc(=O)n2CCCN2CCOCC2)cc1	-15.0%&-53.9%	-2.9%&1.6%	?	-36.0%&-13.9%	14.6%&-0.3%	0.4%&0.4%	-3.2%&0.4%	20.6&8.9	-13.6%&-2.3%	-1.0%&0.9%	-2.4%&0.1%
O=C(CC1(O)C(=O)N(CCc2ccccc2)c2ccccc21)c1ccccn1 (stereo not drawn)	-32.0%	-2.2%	-6.7%	-30.3%	-3.5%	6.2%	0.7%	1.7	5.9%	0.4%	-0.6%
CCCCOc1ccc(C(=O)OCC(=O)Nc2cc(C)on2)cc1	-26.6%	2.2%	1.6%	3.5%	-1.7%	0.1%	-5.2%	2.9	1.9%	2.2%	-0.4%
CC1(C)CC(=O)C=C(Nc2ccc(S(N)(=O)=O)cc2)C1	3.2%	8.5%	nt	-21.4%	4.3%	-0.2%	0.3%	-2.6	-3.2%	-1.1%	-9.9%
CC1CCCN(C(=O)CN2CCC(c3nc4ccc(Cl)cc4[nH]3)CC2)C1 (stereo not drawn)	-29.7%	1.5%	3.9%	-9.4%	-0.7%	-1.9%	-3.1%	-2.0	-2.5%	1.4%	-8.0%
COc1cccc(NC(=O)c2cc3cccc(OC)c3o/c2=N\O)c1	nt	nt	nt	nt	-9.3%	0.4%	?	?	?	-0.8%	nt
